Redox H2O2 prof – compounds producing H2O2 with reducing agent – biochemical, NIH compound library profiling, artefact control for MLSCN library redox annotation, primary screen; DTT-dependent redox cycling H2O2, phenol red/HRP absorbance; 100% = 100 µM peroxide control, 0% = buffer; activation, % at 10 µM; 200,000 compounds, 0.03% hits; AID 878;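 active means activation of at least 50% relative to the plate's high and low controls in the primary single-dose screen; inactive means activation below 50%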;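 further: compound incubated with DTT at 0.8 mM final as the reducing agent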
PMI act – activators of human phosphomannose isomerase; purified human PMI, coupled resazurin fluorescence, 20 min; stronger effect = higher value; 1 = vehicle control, 0 substrate-free wells; activation factor at 20 µM; 190,000 compounds, 0.005% hits; P34949;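 active means activation factor of 2 or more at 20 µM, relative to plate controls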
Hsp70 activator – transcriptional activators of Hsp70; 200,000 compounds, 0.04% hits; HeLa Hsp70 promoter luciferase reporter, luminescence; scaled: vehicle 0, proteasome-inhibitor control 100%; activation, % at 10 µM; AID 1203;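 active means activation above the mean across all tested compounds plus 3 SD, cutoff set per campaign, cut at about 5.5% in these data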;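 further: 100% = MG132 at 30 µM as the positive control and 0% = DMSO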
Diaphorase act – activates diaphorase or chemically reduces, flagging diaphorase assay artifacts. Diaphorase/resazurin coupled assay, resorufin fluorescence, 16 min; stronger effect = higher value; 1 = vehicle wells, 0 = NADH-free wells. activation factor at 20 µM. 190,000 compounds, 0.005% hits;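 active means diaphorase activity raised at least twofold by the compound at 20 µM; inactive means activation factor below 2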
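Assay system: bacterial diaphorase enzyme (C. kluyveri) / Input: enzyme 0.07 U/mL final / Medium: 50 mM HEPES pH 7.4 with 4.542 mM MgCl2, 0.005% Tween 20 / Doses: single compound dose of 20 µM, 1% DMSO final / Incubation: 16 min enzyme reaction, ambient temperature / Signal: fluorescence, excitation 544 nm and emission 590 nm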
G6PDH counter – counter-screen for G6PDH assay hits: L. mesenteroides G6PDH inhibition. Purified L. mesenteroides G6PDH, diaphorase/resazurin coupled fluorescence, 45 min. inhibition, % at 5 µM. 200,000 compounds, 0.12% hits. AID 1020
Lmaj promast – Leishmania major promastigote growth inhibition; AID 1063; inhibition, % at 10 µM; Leishmania major promastigotes, resazurin fluorescence viability; 200,000 compounds, 9% hits;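 further: promastigotes grown with compound for 44 hours at 28 °C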
TLR4 MyD88 comp – TLR4-MyD88 interaction inhibition in cells; O00206+Q99836; HeLa CL3-4 TLR4/MyD88 BLA complementation, FRET ratio; inhibition, % at 8.4 µM; 200,000 compounds, 0.18% hits; in the data active means inhibition above about 25%;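 further: 0% = vehicle and 100% = reference inhibitor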
Target sequence (O00206 whole entry, looked up): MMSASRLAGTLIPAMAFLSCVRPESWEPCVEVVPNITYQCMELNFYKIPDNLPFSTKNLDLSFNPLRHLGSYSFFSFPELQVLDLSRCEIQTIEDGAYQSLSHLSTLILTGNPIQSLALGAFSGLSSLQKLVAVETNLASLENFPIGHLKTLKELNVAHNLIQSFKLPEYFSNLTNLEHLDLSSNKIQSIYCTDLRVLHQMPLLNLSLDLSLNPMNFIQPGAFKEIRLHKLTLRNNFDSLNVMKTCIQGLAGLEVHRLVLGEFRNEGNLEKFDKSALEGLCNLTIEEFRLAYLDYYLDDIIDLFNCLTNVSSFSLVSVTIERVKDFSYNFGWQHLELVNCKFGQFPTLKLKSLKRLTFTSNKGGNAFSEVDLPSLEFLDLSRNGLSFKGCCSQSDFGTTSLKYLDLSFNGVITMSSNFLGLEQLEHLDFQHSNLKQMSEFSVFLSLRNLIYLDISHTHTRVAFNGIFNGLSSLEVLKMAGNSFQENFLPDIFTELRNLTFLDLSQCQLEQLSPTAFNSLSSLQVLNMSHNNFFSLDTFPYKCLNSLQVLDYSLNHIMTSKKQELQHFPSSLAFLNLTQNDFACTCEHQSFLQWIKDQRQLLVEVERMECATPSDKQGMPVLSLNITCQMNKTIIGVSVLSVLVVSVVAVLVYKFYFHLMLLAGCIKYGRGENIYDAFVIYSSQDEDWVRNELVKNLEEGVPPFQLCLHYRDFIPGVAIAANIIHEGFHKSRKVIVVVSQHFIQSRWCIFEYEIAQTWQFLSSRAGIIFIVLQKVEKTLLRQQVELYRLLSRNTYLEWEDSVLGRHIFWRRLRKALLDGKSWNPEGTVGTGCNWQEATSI
Target sequence (Q99836 whole entry, looked up): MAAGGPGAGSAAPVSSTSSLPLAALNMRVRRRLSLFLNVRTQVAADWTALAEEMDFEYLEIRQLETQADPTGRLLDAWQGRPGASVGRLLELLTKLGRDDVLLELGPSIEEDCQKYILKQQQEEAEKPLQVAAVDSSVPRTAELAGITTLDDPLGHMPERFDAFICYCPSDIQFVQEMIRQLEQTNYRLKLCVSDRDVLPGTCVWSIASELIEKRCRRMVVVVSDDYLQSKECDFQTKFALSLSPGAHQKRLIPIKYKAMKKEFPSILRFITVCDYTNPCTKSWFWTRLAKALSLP
Diaphorase inh – diaphorase inhibition or chemical oxidation counter-screen; diaphorase resazurin-to-resorufin fluorescence, NADH, 16 min; bacterial (C. kluyveri) enzyme, not human; inhibition, % at 20 µM; 190,000 compounds, 0.69% hits;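 active means primary screen inhibition at 20 µM above a set limit, cut at about 50% in these data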;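 further: plate controls were DMSO with full reaction for no effect and wells lacking NADH for full effect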
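System: Bacterial diaphorase enzyme (C. kluyveri) | Incubation: 16-min room-temperature incubation before reading | Benchmarks: No-NADH positive control and DMSO neutral control | Measured by: Resorufin fluorescence 544/590 nm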
RAM network inh – inhibitors of the yeast RAM network; 190,000 compounds, 1.8% hits; inhibition, % at 50 µM; AID 868; S. cerevisiae dse1pr::URA3 reporter, 5-FOA growth OD615, 2 d; analog-sensitive cbk1-as2 kinase mutant strain;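 active means inhibition above a set limit, 3 SD over mean compound inhibition, cut at about 8.4% in these data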;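 further: 0% = DMSO-only wells with no growth and 100% = 10 µM 1-NA-PP1 full growth; inhibition rescues growth on 5-FOA so higher OD means more RAM inhibition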
PMI act hi M6P – activators of human phosphomannose isomerase at near-saturating mannose 6-phosphate; P34949; activation factor at 20 µM; coupled PMI enzyme assay, resazurin fluorescence, 20 min; stronger effect = higher value; 1 = untreated enzyme, 0 = substrate-free blank; 190,000 compounds, 0.34% hits;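 active means activation factor of 2 or more at 20 µM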
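Technique: Diaphorase-driven resazurin-to-resorufin fluorescence, excitation 544, emission 590 nm | Assay system: Human PMI in coupled enzyme assay | Times: Enzyme reaction with compound 20 min at room temperature | Medium: HEPES-buffered pH 7.4 with magnesium and detergent | Reagent: Mannose-6-phosphate 1.0 mM (near-saturating) plus 0.22 mM NADP+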
S1P3 antag – S1P3 (human) receptor antagonism; inhibition, % at 4.98 µM; AID 485; 170,000 compounds, 0.27% hits; Q99500; CHO S1P3 NFAT-BLA reporter, FRET fluorescence, antagonist mode;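 active means inhibition above the plate cutoff, the mean inhibition of test wells on that plate plus 3 SD, cut at about 28% in these data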;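 further: cells challenged with S1P at its EC80 of 0.8 µM; blue over green emission ratio from cleaved BLA substrate after 4 h stimulation; 0% = S1P-stimulated wells and 100% = unstimulated DMSO-only wells; some compounds past the cut are filed as inactive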
An asterisk follows results filed as active; / = not tested or not shown. Unless noted, no stated cut-off is given here; in the data, active means inhibition above about 50%; inactive means the rest. Outcome played no part in choosing rows. Share with any hit: about 12%.

nr	Molecule	Redox H2O2 prof	PMI act	Hsp70 activator	Diaphorase act	G6PDH counter	Lmaj promast	TLR4 MyD88 comp	Diaphorase inh	RAM network inh	PMI act hi M6P	S1P3 antag
1	O=C(CSc1nc2c(c(=O)n1-c1ccc(F)cc1)SCC2)NCC1CCCO1 (stereo unspecified)	-0.2	1	-0.3	0.9	3.1	2.5	-8.7	14.7	0.7	0.9	/
2	COC(=O)C(NC(=O)c1ccc(OC)cc1)(Nc1ncc(S(=O)(=O)c2ccc([N+](=O)[O-])cc2)s1)C(F)(F)F (stereo unspecified)	-1.6	0.8	-0.2	0.9	-4.0	44.9	-2.4	13.9	3.0	0.9	/
3	CCOCCCNC(=O)C(NC(=O)c1ccccn1)c1ccc(C)cc1 (stereo unspecified)	1.1	1.1	-0.4	0.9	3.8	-7.6	1.9	6.2	-0.6	1	/
4	COc1ccc(-n2nc([N+](=O)[O-])c(=NCCc3ccccc3)n2O)cc1	0.0	0.9	-0.1	0.9	2.0	96.0*	-11.4	12.2	3.5	1	-8.7
5	Cc1ccc(C=Nc2cc([N+](=O)[O-])ccc2C)s1	0.3	1.1	-0.2	1.1	8.3	25.6	-0.5	-6.1	0.0	1.1	-3.4
6	COc1ccccc1N(CC(=O)NC1CCCCC1)S(C)(=O)=O	0.1	0.9	0.0	0.8	1.0	-4.1	11.0	22.8	0.5	1	13.1
7	CCn1c(Sc2nc(C)nc3scc(-c4cccs4)c23)n[nH]c1=O	2.6	1	-0.2	0.9	7.1	30.2	11.3	13.4	-1.4	1	2.0
8	O=C(NCC1CCCO1)c1c(O)c2cccc3c2n(c1=O)CC3 (stereo unspecified)	-0.3	0.8	-0.1	0.8	2.9	-3.4	-7.4	17.2	0.3	0.9	-6.1
9	COC(=O)[C@@]1(Cc2ccc(OC)cc2)[C@@H]2[C@@H](CC(=O)[C@H]2CC(=O)C(=O)N(C)C)CN1C(=O)c1ccccc1	0.3	1	-0.1	0.9	12.6	15.4	3.6	10.1	-0.3	0.8	3.6
10	CCN1CCN(C(c2ccc(OC)cc2)C(O)C(=O)c2c[nH]c3ccccc23)CC1 (stereo unspecified)	-0.1	1.1	-0.5	1	4.9	-2.1	-3.2	1.1	0.3	1	/
11	COc1cccc(-c2nc3sc4c(c3c(=O)[nH]2)CCCCC4)c1	0.6	1	-0.2	1.1	-3.4	-7.6	-1.1	-5.1	0.4	1.1	-17.9
12	Cc1cc(NC(=O)CSc2nnc(-c3ccc(S(=O)(=O)N4CCCC4)cc3)n2C)no1	1.5	1	-0.3	0.9	1.1	-0.7	-7.8	9.7	1.8	1	1.9
13	COc1ccc2c(CSc3nnc(-c4cccnc4)n3-c3ccccc3F)cc(=O)oc2c1	0.1	1	-0.6	0.9	-9.5	-0.9	-5.6	11.6	4.0	1	-21.8
14	OC1(c2ccc(F)cc2)CN(c2ccccc2)C2=[N+]1CCS2 (stereo unspecified)	0.2	0.8	0.1	0.8	-9.4	-3.7	-5.2	22.7	0.0	0.8	-13.3
15	O=[n+]1c2c(n([O-])c3cc(Br)ccc31)CCCC2	-0.1	1	-0.4	0.8	-14.7	-0.1	-2.2	17.4	-0.4	1	0.8
16	O=C(NCc1ccccc1)c1nc2c(nnn2Cc2cccc(Cl)c2)c(=O)[nH]1	2.1	1.1	-0.6	1	-1.4	-4.3	9.2	3.2	4.3	1.1	/
17	CCS(=O)(=O)c1ccc(O)c(NC(=O)COc2ccc(C)cc2)c1	-0.2	1	-0.4	0.9	-0.6	-11.1	-19.6	11.2	0.8	1	-1.2
18	O=C(O)/C=C/c1ccccc1Oc1ccccc1	1.7	1	0.4	0.9	-8.7	-10.6	-2.2	6.2	2.9	1	/
19	CCOC(=O)Nc1sc2c(c1C#N)CCCC2	0.0	1	0.2	0.9	2.6	-2.3	-4.8	13.6	0.8	1	/
20	Cc1cc(N2CCCCC2)nc(SCc2ccc(C#N)cc2)n1	0.5	0.9	-0.4	0.9	13.2	2.7	8.0	14.6	-0.8	0.9	36.7

Single values from the list:
compound 19 in G6PDH counter is listed with 2.6
compound 16 in Hsp70 activator is listed with -0.6
compound 2 in Redox H2O2 prof is listed with -1.6
compound 12 in Hsp70 activator is listed with -0.3

The list continues.
Screens in order: Redox H2O2 prof | PMI act | Hsp70 activator | Diaphorase act | G6PDH counter | Lmaj promast | TLR4 MyD88 comp | Diaphorase inh | RAM network inh | PMI act hi M6P | S1P3 antag
21) Oc1ccc(Nc2nc(Cl)nc(NCc3ccco3)n2)cc1
  -0.2 | 1.1 | 0.3 | 0.9 | -8.3 | 6.1 | -6.9 | 6.0 | 5.8 | 1 | -3.9
22) COc1ccc(NC(=O)Cn2nnc(-c3ccccc3N)n2)cc1OC
  -0.3 | 0.9 | -0.3 | 0.9 | 11.5 | 7.2 | -9.7 | 14.9 | 2.7 | 0.9 | -0.7
23) Cc1ccc(Nc2nc3ccccc3c(=O)s2)cc1
  0.4 | 0.9 | -0.2 | 0.8 | 6.3 | -8.8 | 3.3 | 23.1 | 3.0 | 0.8 | 1.8
24) CCc1ccc(NC2=NCC(=O)N2Cc2ccc3c(c2)OCO3)cc1
  0.5 | 0.9 | 0.0 | 0.9 | 5.7 | -8.8 | 8.3 | 13.9 | 0.1 | 1.1 | 4.6
25) NC(=O)COC(=O)CCCc1c[nH]c2ccccc12
  0.4 | 0.9 | -0.1 | 0.9 | 5.3 | -1.4 | 8.3 | 14.5 | 3.8 | 0.9 | -20.7
26) CCCCSc1nc2c(c(C(F)(F)F)c1C#N)CCC2
  0.9 | 1 | 0.1 | 0.9 | -1.0 | 0.9 | 3.3 | 13.7 | 3.1 | 1.1 | /
27) Nn1c(SCc2cn3ccsc3n2)nnc1-c1ccncc1
  -1.0 | 0.8 | -0.3 | 0.9 | 2.7 | -5.4 | 0.1 | 11.7 | 2.6 | 0.9 | -8.9
28) CCOc1ccccc1NC(=S)/C(=C(\[O-])c1ccc2c(c1)OCCO2)[n+]1ccc(CC)cc1
  -0.1 | 0.7 | 0.1 | 0.8 | 9.2 | -2.7 | 3.4 | 19.5 | 1.1 | 0.8 | /
29) CC(=O)Nc1cccc(C(=O)/C=C/c2ccco2)c1
  0.0 | 0.8 | 0.6 | 0.8 | 4.4 | -2.6 | 2.6 | 21.6 | 0.8 | 0.7 | /
30) C=CCN(C(=O)c1cc(C)cc(C)c1)C1(C(=O)Nc2ccccc2)CCN(C(C)C)CC1
  -0.6 | 1 | -0.3 | 0.9 | 3.5 | 6.2 | 11.1 | 6.0 | 0.3 | 1 | -8.3

Three structures out of the list, sorted by molecular weight, highest first:
Screens in order: Redox H2O2 prof | PMI act | Hsp70 activator | Diaphorase act | G6PDH counter | Lmaj promast | TLR4 MyD88 comp | Diaphorase inh | RAM network inh | PMI act hi M6P | S1P3 antag
13) COc1ccc2c(CSc3nnc(-c4cccnc4)n3-c3ccccc3F)cc(=O)oc2c1
  0.1 | 1 | -0.6 | 0.9 | -9.5 | -0.9 | -5.6 | 11.6 | 4.0 | 1 | -21.8
30) C=CCN(C(=O)c1cc(C)cc(C)c1)C1(C(=O)Nc2ccccc2)CCN(C(C)C)CC1
  -0.6 | 1 | -0.3 | 0.9 | 3.5 | 6.2 | 11.1 | 6.0 | 0.3 | 1 | -8.3
3) CCOCCCNC(=O)C(NC(=O)c1ccccn1)c1ccc(C)cc1 (stereo unspecified)
  1.1 | 1.1 | -0.4 | 0.9 | 3.8 | -7.6 | 1.9 | 6.2 | -0.6 | 1 | /

(list continues)
Screens in order: Redox H2O2 prof | PMI act | Hsp70 activator | Diaphorase act | G6PDH counter | Lmaj promast | TLR4 MyD88 comp | Diaphorase inh | RAM network inh | PMI act hi M6P | S1P3 antag
31) c1coc(-c2nnc(SCc3nc4ccccc4[nH]3)o2)c1
  2.0 | 1 | 0.0 | 0.8 | 6.5 | 4.2 | -4.5 | 18.7 | 1.1 | 1 | 5.5
32) COc1cc(/C=C(\C#N)c2ccccn2)ccc1OCc1ccccc1
  1.0 | 0.7 | -0.2 | 0.8 | 5.5 | 9.1 | -13.1 | 20.4 | 6.3 | 0.8 | 13.3
33) CCN(CC)CCNC(=O)/C(=N\O)c1ccccn1
  0.5 | 1 | 0.5 | 0.9 | 5.9 | 8.4 | 3.8 | 12.5 | 0.6 | 0.9 | -23.9
34) CCc1ccccc1NC1=CC(=O)CC(C)(C)C1
  -0.8 | 1.1 | -0.1 | 0.8 | 4.3 | 15.0 | 6.8 | 15.8 | 2.2 | 1 | -17.4
35) O=C(Cc1cccs1)Nc1nnc(SCc2ccc(Br)cc2)s1
  0.2 | 0.9 | -0.2 | 0.8 | -19.7 | -2.3 | 0.8 | 15.7 | -0.2 | 0.9 | 2.3
36) C=CCNC(=S)NNC(=O)c1cccc(Br)c1
  0.7 | 1 | -0.3 | 0.9 | -8.4 | -6.8 | -13.5 | 8.8 | 0.5 | 1 | -20.9
37) O=C(CSc1nc(-c2cccs2)cc(C(F)(F)F)n1)NCCCn1ccnc1
  0.9 | 1.1 | -0.4 | 1.1 | -1.4 | -1.4 | 4.6 | -10.1 | 0.0 | 1 | -10.3

Screening data: PubChem, several laboratories
